CRFBP-R2 agonist: agonists of human CRF-binding protein/CRF-R2 receptor complex; HEK293 CRF-R2/CRF-BP, calcium dye fluorescence (FLIPR); percent of saturating CRF peptide response; activation, % at 13.2 µM; actives 0.46% (n = 350,000); AID 588473;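 active = activation of at least 50%, plus an integration ratio under a set limit after plate pattern correction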;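 note: plate controls were neutral control wells without compound for no effect and CRF at EC100 for full effect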
MEKK2 WT-MEK5: raises or lowers MEK5 binding to wildtype human MEKK2 PB1 domain; bead flow cytometry, Alexa488-MEK5 binding to MEKK2 WT; actives lie on both sides; binding response (% of control), % at 10 µM; actives 1.1% (n = 290,000); AID 1531; in the data active = binding response below about 67% or above about 130%
FID counter: counter-screen for HCV NS3 helicase inhibitors: DNA intercalator displacement | actives 0.17% (n = 290,000) | DNA fluorescent intercalator displacement, fluorescence | AID 1845 | inhibition, % at 7.9 µM; in the data active = inhibition above about 37%;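 note: 0% = vehicle and 100% = reference compound; higher means more ethidium bromide displaced from hairpin DNA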
CRFR2-BP antag: CRF-BP/CRF-R2 complex antagonism | HEK293 CRF-R2/CRF-BP, CRF-induced calcium fluorescence | inhibition, % at 11.8 µM | actives 0.59% (n = 350,000) | AID 588475;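 active = inhibition of the ligand-induced calcium signal above about 50% at the single tested concentration, limit read from the data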
SUMO HTRF inh: SUMOylation inhibition; P63279; HTRF SUMOylation assay, SAE1/SAE2 + UBC9, in vitro; inhibition, % at 35 µM; actives 0.36% (n = 290,000); AID 2006; in the data active = inhibition above about 50%, passing the limit was not always enough; note: strong numbers were not always called active
Target sequence (P63279 whole entry, looked up): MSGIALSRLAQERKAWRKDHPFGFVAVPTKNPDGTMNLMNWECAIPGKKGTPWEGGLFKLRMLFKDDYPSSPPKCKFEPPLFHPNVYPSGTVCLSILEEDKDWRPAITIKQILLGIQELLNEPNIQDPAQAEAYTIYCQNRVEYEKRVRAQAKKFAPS
MEKK3 PB1 HTS: MEKK3-MEK5 PB1 interaction, increase or decrease | Q99759 | bead-based flow cytometry, Alexa488-MEK5 binding to MEKK3; actives lie on both sides; 0 = blocked by unlabeled MEK5, 100 = vehicle | binding response (% of control), % at 10 µM | actives 1.4% (n = 290,000);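 active = binding response more than 3 SD above or below the average of its plate-row segment, actives on both sides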;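 note: Alexa488 bead fluorescence after subtracting the streptavidin-only scavenger bead signal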
GalR3 antagonist: human GalR3 antagonism | O60755 | HEK293 GalR3-CNG cAMP membrane potential fluorescence; galR3 body fused to GalR1 C-terminus | inhibition, % at 3 µM | actives 0.44% (n = 360,000) | AID 651719;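 active = inhibition above the screen-wide average plus 3 SD, cut at about 13% in these data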;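 note: forskolin and galanin both at EC90 stimulate the cells; cAMP rise reported by CNG channel membrane potential dye signal; 0% = forskolin plus galanin with DMSO and 100% = forskolin alone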
Target sequence (O60755 1-299 limits assumed): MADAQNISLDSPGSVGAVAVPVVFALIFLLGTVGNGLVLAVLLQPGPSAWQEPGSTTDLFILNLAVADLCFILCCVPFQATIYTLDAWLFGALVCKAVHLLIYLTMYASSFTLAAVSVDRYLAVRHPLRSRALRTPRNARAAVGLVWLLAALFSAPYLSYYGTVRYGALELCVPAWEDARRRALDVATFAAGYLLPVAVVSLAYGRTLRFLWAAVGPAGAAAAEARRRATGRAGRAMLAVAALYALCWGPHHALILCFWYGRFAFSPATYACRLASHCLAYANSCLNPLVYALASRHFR
MEKK2mut PB1 HTS: signal of MEK5 binding to mutant human MEKK2 PB1 domain; percent response, % at 10 µM; actives 0.35% (n = 290,000); AID 1530; bead flow cytometry, Alexa488-MEK5 binding to MEKK2 mutant; in the data active = percent response above about 24%, passing the limit was not always enough; note: inactives centre near 1; some results filed as inactive read as strong as hits; reference of the scale not given here
HCV NS3 hel inh: HCV NS3 helicase inhibition; actives 0.56% (n = 290,000); AID 1800; NS3 helicase DNA unwinding, Cy5 molecular beacon fluorescence; inhibition, % at 10.9 µM;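 active = inhibition above the mean of all tested compounds plus 3 SD, set per campaign, cut at about 35% in these data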;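 note: 0% = DMSO wells and 100% = thioflavine S control wells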
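Assay system: hepatitis C virus NS3 helicase domain fragment enzyme. Also added: annealed dual-labelled DNA beacon duplex, ATP-started. Timing: 1 h reaction at 25 °C, ATP-initiated. Technique: Cy5 fluorescence at 0 and 60 min, beacon hairpin quenching. Evaluation: % inhibition of unwinding. Replication: one well per compound.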
Starred values were filed as active, the others as inactive; / = no result given.

SMILES,CRFBP-R2 agonist,MEKK2 WT-MEK5,FID counter,CRFR2-BP antag,SUMO HTRF inh,MEKK3 PB1 HTS,GalR3 antagonist,MEKK2mut PB1 HTS,HCV NS3 hel inh
Cc1cccc(N(O)C(=O)Nc2cccc(Cl)c2)c1,0.5,102.0,-2.1,7.8,-6.6,101.0,-6.5,0.0,12.2
Cc1cccc(-c2ncc(CN3CCN(C4CCCC4)C(CCO)C3)cn2)c1 (centres undefined),8.3,93.0,4.2,4.7,4.5,98.0,-1.2,-10.0,-1.4
CCC1CN(C(=O)N2CCC(C(=O)NCc3ccco3)CC2)c2ccccc2O1 (centres undefined),0.7,101.0,-38.5,4.0,-0.6,98.0,-8.4,3.0,5.9
O=C(CCNC(=O)c1ccco1)Nc1ccc(SC(F)F)cc1,-1.5,79.0,-0.3,2.9,-2.7,76.0,-3.2,-11.0,-0.9
CC(C)Cn1c(=O)c2c(c3ccccc31)OC(C)C(=O)N2 (centres undefined),-6.8,108.0,-0.3,-25.3,-1.9,104.0,-0.2,2.0,-3.3
CNC(=S)N(CCc1c(C)[nH]c2ccc(C)cc12)Cc1cccs1,-1.1,111.0,-9.4,-54.9,-24.9,122.0,-3.2,-1.0,-2.4
CCOC(=O)/C(=C/C1=CC(=C/N(C)C)/C(=O)O1)C(C)=O,28.6,96.0,0.3,-10.3,-1.4,104.0,-2.1,1.0,-6.0
N#CCCn1cc(CNC2CCC(O)CC2)c2ccccc21 (centres undefined),-0.1,101.0,-0.4,-1.6,-9.6,97.0,-6.3,-4.0,4.2
O=C(NCCOc1ccc(Cl)cc1)c1ccco1,-1.0,96.0,-8.1,5.0,9.0,103.0,-9.2,-4.0,-0.2
COc1ccc(CCNC(=O)CC(C)(C)CC2=NS(=O)(=O)c3ccccc3N2)cc1OC,1.6,97.0,-41.0,-2.9,/,101.0,6.8,-1.0,6.1
NS(=O)(=O)c1ccc(-n2cccc2C=O)cc1,-2.2,104.0,-0.9,23.1,11.1,105.0,-4.5,1.0,5.0
CCOc1ncccc1C(=O)NCC(c1ccccc1)N(C)C (centres undefined),0.1,105.0,-2.1,-8.7,4.3,97.0,-2.5,-2.0,0.1
CC(O)c1ccc2c(c1)OCCOCCN(C)CCOCCO2 (centres undefined),0.1,100.0,1.8,5.9,3.5,97.0,0.8,1.0,2.6
CC(C)N(Cc1ccccc1)C(=S)Nc1ccc(F)cc1,-1.6,100.0,-0.2,10.2,3.4,103.0,-1.2,3.0,0.8
Cc1ccc(-c2ccc(CCC(=O)O)n2NC(=O)c2cccs2)cc1,-0.7,105.0,-11.4,1.5,15.7,107.0,-2.0,5.0,8.9
O=C(CC1C(=O)NCCN1Cc1c(F)cccc1Cl)NC1CCCCCC1 (centres undefined),-0.4,98.0,-25.8,14.2,12.2,90.0,-3.5,-13.0,3.0
Cc1cc(C)c(S(=O)(=O)Nc2ncn[nH]2)c(C)c1,2.9,102.0,-5.3,-1.4,7.3,102.0,-2.5,0.0,-0.2
COc1ccccc1C(=O)N1CCN(CCc2ccccc2)CC1,0.8,106.0,-6.9,-2.9,9.0,101.0,-4.0,5.0,0.7
Cc1ccc(NC(=O)CCC(=O)OCc2ccc(Br)cc2)cc1,-1.9,109.0,0.3,-3.4,-9.4,107.0,-9.9,-2.0,0.3
Cc1cccc(NC(=O)CCN2C(=O)c3ccccc3C2=O)n1,-0.2,98.0,-8.1,1.0,13.8,100.0,3.8,0.0,2.8
c1ccc(NC(=NCc2ccco2)c2ccccc2)cc1,1.6,89.0,1.5,-19.9,17.2,92.0,3.9,-6.0,-12.5
COc1ccc(C2=CC3=C(Br)C(=O)C(C)(OC(=O)c4ccc(Cl)nc4)C(=O)C3=CO2)cc1 (centres undefined),12.7,99.0,/,9.6,18.0,95.0,/,-7.0,/
Cc1ccc(O)c(NC(=O)CCCC(=O)O)c1,-1.0,89.0,1.1,8.6,21.5,86.0,1.0,-8.0,4.5
CCCc1cc2c(cc1NC(=O)c1ccc(Br)cc1)OCO2,-1.7,97.0,-7.2,-2.2,2.2,98.0,3.1,1.0,-7.1
CN(C(=O)COC(=O)CNC(=O)c1ccc(Cl)cc1Cl)c1ccccc1,-2.9,86.0,-11.5,-8.2,11.4,95.0,-3.2,-10.0,-8.6
Cc1ccn(CCNC(=O)C2CCC(=O)N(Cc3ccc(Cl)cc3)C2)n1 (centres undefined),1.0,101.0,-17.5,-9.1,-4.9,101.0,-0.1,-5.0,0.1
COc1cccc2cc(C(=O)Nc3ccccc3C)/c(=N/O)oc12,-0.4,118.0,-11.1,-11.5,2.0,110.0,-10.1,9.0,15.2
Cc1ccc(C(=O)N(CN2CCCC2=O)c2ccccc2)cc1C,2.1,100.0,-10.8,2.6,4.8,95.0,-3.0,-3.0,-4.5
COC(=O)CC1SC(=O)NC1=O (centres undefined),-0.6,95.0,3.3,14.1,17.1,99.0,-1.4,0.0,7.5
O=C(NCc1cccs1)C1CC(=O)N(c2ccc(Cl)cc2)C1 (centres undefined),-1.7,103.0,-10.4,3.7,30.3,107.0,-2.4,-1.0,-11.1
COc1cc([N+](=O)[O-])ccc1NC(=O)C[n+]1cccc(C)c1,0.8,101.0,20.9,-15.4,20.2,100.0,-3.2,2.0,26.5
COc1cccc(C(=O)OCC(=O)NC(=O)NC2CCCC2)c1O,0.9,92.0,-10.7,-3.8,-4.2,102.0,-1.7,-6.0,-6.6
Clc1ccc2c(c1)[C@H]1OCC[C@H]1[C@@H](c1ccco1)N2,1.8,100.0,-0.1,-29.7,5.1,82.0,1.8,1.0,23.5
O=S(=O)(Cc1ccc(Cl)cc1)N1CCN(Cc2ccccc2)CC1,0.1,98.0,-0.3,2.2,-3.1,98.0,/,4.0,7.1
CC(=O)c1cccc(NC(=O)N2CCC(C(=O)c3ccc(F)cc3)CC2)c1,-0.1,105.0,-27.7,-10.2,5.6,100.0,-7.0,5.0,-1.3
O=C(C1CCCN(S(=O)(=O)c2cccc3cccnc23)C1)N1CCN(c2ccc(F)cc2)CC1 (centres undefined),-0.8,100.0,-36.2,79.0*,-6.1,105.0,2.0,2.0,-8.7

3 successive entries out of the list so far:
SMILES,CRFBP-R2 agonist,MEKK2 WT-MEK5,FID counter,CRFR2-BP antag,SUMO HTRF inh,MEKK3 PB1 HTS,GalR3 antagonist,MEKK2mut PB1 HTS,HCV NS3 hel inh
CN(C(=O)COC(=O)CNC(=O)c1ccc(Cl)cc1Cl)c1ccccc1,-2.9,86.0,-11.5,-8.2,11.4,95.0,-3.2,-10.0,-8.6
Cc1ccn(CCNC(=O)C2CCC(=O)N(Cc3ccc(Cl)cc3)C2)n1 (centres undefined),1.0,101.0,-17.5,-9.1,-4.9,101.0,-0.1,-5.0,0.1
COc1cccc2cc(C(=O)Nc3ccccc3C)/c(=N/O)oc12,-0.4,118.0,-11.1,-11.5,2.0,110.0,-10.1,9.0,15.2

(cont.)
SMILES,CRFBP-R2 agonist,MEKK2 WT-MEK5,FID counter,CRFR2-BP antag,SUMO HTRF inh,MEKK3 PB1 HTS,GalR3 antagonist,MEKK2mut PB1 HTS,HCV NS3 hel inh
COc1ccc(NC(=O)CCS(=O)(=O)c2cccc3nonc23)c(OC)c1,-0.1,97.0,2.8,-7.1,0.7,102.0,-0.4,6.0,1.9
COc1ccc(C(=O)N/N=C(\C)Cn2cnc([N+](=O)[O-])n2)cc1,-0.8,92.0,-14.4,6.4,0.4,91.0,3.6,-2.0,-7.7
CCOCCC(=O)Nc1cc(Cl)ccc1OC,0.5,97.0,-7.0,12.4,-11.1,99.0,-6.5,3.0,4.7
Cc1cccc(N(C)C(=O)CCS(=O)(=O)c2cc3c(cc2Cl)NC(=O)CO3)c1,2.8,95.0,-20.0,-8.6,6.5,96.0,/,1.0,-10.1
Cc1c(NC(=S)NC(=O)c2cccc(Br)c2)c(=O)n(-c2ccccc2)n1C,-2.4,102.0,-25.3,8.4,13.2,101.0,-0.3,0.0,-4.7
Cc1ccc(-c2noc(Cn3nc(C(=O)O)c4ccccc4c3=O)n2)cc1,0.6,101.0,-20.1,-6.3,-10.4,102.0,-7.9,2.0,-5.9
CN(Cc1ccc(F)cc1)C(=O)COc1ccccc1-c1ccccc1,0.6,118.0,-28.4,-5.2,10.7,109.0,-2.7,15.0,11.9
CCOCCCN(Cc1ccco1)C(=O)c1cc2c(=O)[nH]c3ccc(C)cc3c2s1,0.3,107.0,-24.8,-46.4,9.5,101.0,/,6.0,20.9
COCCN1CCN(C(=O)c2ccc3oc(CCc4ccccc4)nc3c2)CC1,0.6,105.0,-17.5,17.4,-5.9,99.0,-3.3,4.0,-6.0
COc1cnc(-c2ccccn2)nc1Sc1ccccc1Cl,0.9,85.0,-17.1,-12.2,18.4,91.0,-10.1,-11.0,-7.6
O=C(Nn1c(-c2ccccc2)nc2ccccc2c1=O)c1cccs1,0.0,96.0,5.1,0.7,30.8,94.0,3.4,-3.0,-4.1
COc1ccc(Cl)cc1-n1c(=S)sc2c(=O)[nH]c(SCC(=O)C(C)(C)C)nc21,-2.2,100.0,-23.3,41.9,20.2,105.0,-6.3,1.0,-21.9
O=C(CCCN1C(=O)/C(=C/c2ccccc2Cl)SC1=S)NNC(=O)c1ccc(Cl)cc1Cl,2.6,87.0,-2.8,-1.6,32.9,100.0,-2.2,4.0,-1.4
Cc1nc2ccccn2c1-c1csc(NCc2ccco2)n1,0.0,105.0,-1.8,8.7,23.1,106.0,-5.4,3.0,-4.9
O=C(NCCc1ccccc1F)C1CC(=O)N(c2ccccc2)C1 (centres undefined),-1.2,107.0,-7.4,-1.0,4.7,107.0,-4.3,8.0,-2.8
Cc1c(NC(=O)CCc2ccccc2)cccc1[N+](=O)[O-],-1.4,82.0,-10.9,0.1,7.1,87.0,-4.2,-10.0,-10.4

A portion of the library. The share of hits here may be higher or lower than overall.
